NFkB binder: binders of human NF-kappa-B p105. P19838. Small molecule microarray, anti-His fluorescence binding. calls only. actives 1.3% (n = 17,000). AID 624139;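 active = spot fluorescence over background significantly raised, with a chance value under 7% in all four replicate spots of the compound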;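 also: probe protein is his-tagged human p50 processed subunit at 1 µg/ml; raw spot fluorescence signals with no normalization applied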
Target sequence (P19838 1-433 limits assumed): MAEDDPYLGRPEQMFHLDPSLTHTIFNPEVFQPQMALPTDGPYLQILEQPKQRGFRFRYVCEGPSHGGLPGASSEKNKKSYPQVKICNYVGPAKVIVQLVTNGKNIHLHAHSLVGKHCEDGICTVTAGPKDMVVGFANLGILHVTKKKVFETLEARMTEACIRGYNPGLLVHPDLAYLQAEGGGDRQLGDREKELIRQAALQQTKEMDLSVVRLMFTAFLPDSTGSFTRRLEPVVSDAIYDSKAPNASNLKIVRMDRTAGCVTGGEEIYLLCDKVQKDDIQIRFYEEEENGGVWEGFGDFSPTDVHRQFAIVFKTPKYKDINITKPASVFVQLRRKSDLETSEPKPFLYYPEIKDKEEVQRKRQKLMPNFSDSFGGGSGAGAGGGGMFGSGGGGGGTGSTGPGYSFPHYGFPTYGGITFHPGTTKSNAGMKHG
Calls only; i = inactive. Some of the compounds tested, so the mix of outcomes need not match the whole.

SMILES	NFkB binder
C[C@@H]1CCCCO[C@H](CN(C)Cc2ccncc2)[C@H](C)CN([C@H](C)CO)C(=O)c2cc(NS(=O)(=O)c3cccs3)ccc2O1	i
O=S(=O)(NCC(O)Cn1c2ccc(Cl)cc2c2cc(Cl)ccc21)c1ccccc1 (stereo not drawn)	i
O=c1c(O)c(-c2ccccc2)oc2cc(O)ccc12	i
C[C@@H]1CN([C@@H](C)CO)C(=O)Cc2cc(NC(=O)NC3CCCCC3)ccc2O[C@@H]1CN(C)Cc1ccc(C(=O)O)cc1	i
COC(=O)[C@]1(CCC(=O)OC(C)(C)C)N=C(c2ccc(OCCCO)cc2)O[C@@H]1c1ccccc1N=[N+]=[N-]	i
COc1ccc(CN(C)C[C@H]2Oc3ccc(NC(=O)Nc4ccc5c(c4)OCO5)cc3CC(=O)N([C@H](C)CO)C[C@H]2C)cc1	i
C=CCn1c(SCC(N)=O)nnc1-c1ccco1	i
CNC[C@@H]1Oc2ccc(NS(=O)(=O)c3ccccc3)cc2C(=O)N([C@@H](C)CO)C[C@@H]1C	i
C[C@@H]1CN([C@H](C)CO)C(=O)Cc2cc(NC(=O)Cc3ccccc3)ccc2O[C@@H]1CN(C)C(=O)Nc1ccc(F)cc1	i
COc1cc(C2OC[C@@H]3[C@@H](c4cc(OC)c(O)c(OC)c4)OC[C@H]23)cc(OC)c1O (stereo partly drawn)	i
CC(C)NC(=O)N(C)C[C@@H]1OCCCC[C@H](C)Oc2ccc(NC(=O)CCC(F)(F)F)cc2C(=O)N([C@H](C)CO)C[C@H]1C	i
Cc1c(Br)c([N+](=O)[O-])nn1C(C)C(=O)N1CCOCC1 (stereo not drawn)	i
Cc1noc(C)c1S(=O)(=O)N(C)C[C@@H]1Oc2ccc(NC(=O)Cc3cn(C)c4ccccc34)cc2CC(=O)N([C@@H](C)CO)C[C@H]1C	i
Cc1noc(C)c1S(=O)(=O)Nc1ccc2c(c1)C(=O)N([C@H](C)CO)C[C@@H](C)[C@@H](CN(C)C(=O)Nc1ccc(F)cc1)O2	i
C[C@H](CO)N1C[C@H](C)[C@H](CN(C)S(=O)(=O)c2ccc(F)cc2)Oc2ncc(C#CC(C)(C)O)cc2C1=O	i
CCC1(O)CC2CN(CCc3c([nH]c4ccccc34)C(C(=O)OC)(c3cc4c(cc3OC)N(C)C3C(O)(C(=O)OC)C(C(=O)OC)C5(CC)C=CCN6CCC43C65)C2)C1 (stereo not drawn)	i
O=C1c2ccc(O)cc2C(=O)c2ccc(O)cc21	i
C[C@H]1C=C(C(=O)N2CCN(Cc3ccc4c(c3)OCO4)CC2)O[C@@H](OCc2ccc(CO)cc2)C1	i
CS(=O)(=O)NCCCNc1ccc(C(F)(F)F)cc1[N+](=O)[O-]	i
CN(C)c1nc(Oc2ccc(OCCOc3ccccc3)nn2)nc(N(C)C)n1	i
c1ccc(-c2csc3ncnc(NCC4CCCO4)c23)cc1 (stereo not drawn)	i
CSc1nsc(SCCN2C(=O)c3ccccc3C2=O)n1	i
C[C@@H]1CN([C@H](C)CO)C(=O)Cc2cc(NC(=O)CCN3CCOCC3)ccc2O[C@@H]1CN(C)C(=O)Nc1ccccc1	i
Cc1cccc(NC(=O)CSc2nnc(-c3ccc(Br)cc3)o2)c1C	i
CC1(C)C[C@H]2C[C@H]3C(Br)=CC2(CO1)C(=O)[C@]31CO1	i

Reprinted from above for reference:
SMILES	NFkB binder
CSc1nsc(SCCN2C(=O)c3ccccc3C2=O)n1	i
C[C@@H]1CN([C@H](C)CO)C(=O)Cc2cc(NC(=O)CCN3CCOCC3)ccc2O[C@@H]1CN(C)C(=O)Nc1ccccc1	i
Cc1cccc(NC(=O)CSc2nnc(-c3ccc(Br)cc3)o2)c1C	i
CC1(C)C[C@H]2C[C@H]3C(Br)=CC2(CO1)C(=O)[C@]31CO1	i

Other records follow:
SMILES	NFkB binder
C[C@@H]1CN([C@H](C)CO)C(=O)c2cc(NS(C)(=O)=O)ccc2O[C@@H](C)CCCCO[C@H]1CN(C)Cc1ccncc1	i
C[C@H](CO)N1C[C@H](C)[C@@H](CN(C)C)OCCCC[C@H](C)Oc2ccc(NS(C)(=O)=O)cc2C1=O	i
C[C@H]1CN([C@@H](C)CO)C(=O)c2cccc(NC(=O)c3cnccn3)c2O[C@H]1CN(C)S(=O)(=O)c1cn(C)cn1	i
N#Cc1c(C(F)(F)F)cc(-c2ccco2)nc1SCC(=O)Nc1cccc(C(F)(F)F)c1	i
Cc1noc(C)c1S(=O)(=O)N(C)C[C@@H]1Oc2ccc(NC(=O)Cc3cn(C)c4ccccc34)cc2CC(=O)N([C@H](C)CO)C[C@@H]1C	i
Cc1nc2ccccc2nc1OCC(=O)c1ccc(Cl)cc1	i
C[C@@H]1CCCCO[C@@H](CN(C)C(=O)C2CCCCC2)[C@@H](C)CN([C@@H](C)CO)C(=O)c2cc(NS(=O)(=O)c3cccs3)ccc2O1	i
CNC[C@H]1Oc2c(NC(=O)c3nc4ccccc4s3)cccc2C(=O)N([C@H](C)CO)C[C@H]1C	i
C[C@@H]1CN([C@@H](C)CO)C(=O)c2cc(NC(=O)CCCN(C)C)ccc2O[C@H]1CN(C)C	i
C[C@H](CO)N1C[C@H](C)[C@H](CN(C)Cc2ccncc2)Oc2ncccc2C1=O	i
NC(=O)CSc1nnc(-c2ccncc2)n1-c1cccc(C(F)(F)F)c1	i
CCCCN1C(=O)C(O)(CC(=O)c2ccccn2)c2ccccc21 (stereo not drawn)	i
C=CCNc1nc(N)c(C(=O)Nc2cc(C)on2)s1	i
C[C@H](CO)N1C[C@H](C)[C@H](CN(C)Cc2ccncc2)Oc2ccc(NC(=O)Nc3ccc(F)cc3)cc2CC1=O	i
C[C@@H]1CCCCO[C@@H](CN(C)Cc2ccc(C(F)(F)F)cc2)[C@H](C)CN([C@@H](C)CO)C(=O)c2cc(NC(=O)Cc3ccccc3)ccc2O1	i
Cc1nc2c(O)cccc2c(=O)[nH]1	i
CC(=O)Nc1ccc(NC(=O)Cn2cc([N+](=O)[O-])cn2)cc1	i
CC(C)=CCc1cc(O)ccc1O[C@@H]1O[C@H](CO)[C@@H](O)[C@H](O)[C@H]1O	i
CCCCc1cn(C[C@H](Cc2ccccc2)NC(=O)N[C@H](CO)CCc2oc(C(C)=O)c(C(=O)OC)c2C(=O)OC)nn1	i
CNC[C@H]1OCCCC[C@H](C)Oc2ccc(NC(=O)NC(C)C)cc2C(=O)N([C@H](C)CO)C[C@@H]1C	i
CC(C)NC(=O)Nc1cccc2c1O[C@@H](CN(C)CC1CC1)[C@H](C)CN([C@@H](C)CO)C2=O	i
C[C@@H]1CN([C@H](C)CO)C(=O)CCCn2cc(nn2)CO[C@@H]1CN(C)S(=O)(=O)c1ccc(-n2cccn2)cc1	i
COC(=O)C1=CO[C@@H](O[C@@H]2O[C@H](CO)[C@@H](O)[C@H](O)[C@H]2O)[C@H]2[C@@H]1[C@H](O)C[C@]2(C)O	i
Cc1cccc2c1N(C)C(=O)C2(O)CC(=O)c1ccco1 (stereo not drawn)	i
CNC[C@@H]1Oc2c(N)cccc2C(=O)N([C@H](C)CO)C[C@H]1C	i
(list continues)
SMILES	NFkB binder
COc1ccc(CN(C)C[C@@H]2OCCCC[C@@H](C)Oc3ccc(NS(=O)(=O)c4ccc(Cl)cc4)cc3C(=O)N([C@@H](C)CO)C[C@@H]2C)cc1	i
O=C1O[C@@H](c2ccccc2)[C@@H](c2ccccc2)N2[C@@H](c3ccc(OCCO)cc3)[C@]3(C(=O)Nc4ccccc43)[C@@H](C(=O)NC[C@H](O)c3ccccc3)[C@H]12	i
C[C@@H]1CN([C@@H](C)CO)C(=O)c2cc(NC(=O)c3ccccc3)ccc2O[C@@H](C)CCCCO[C@@H]1CN(C)C	i
CCNc1nc(NC(C)(C)C)nc(N(C#N)CC(=O)OC)n1	i
C[C@@H]1CN([C@H](C)CO)C(=O)c2cc(NC(=O)Nc3ccc4c(c3)OCO4)ccc2O[C@H]1CN(C)Cc1ccncc1	i
C[C@H](CO)N1C[C@H](C)[C@H](CN(C)S(=O)(=O)c2ccc(Cl)cc2)Oc2ccc(NS(=O)(=O)c3ccc(Cl)cc3)cc2C1=O	i
C[C@@H]1CN([C@@H](C)CO)C(=O)c2cc(NC(=O)Cc3ccccc3)ccc2O[C@@H](C)CCCCO[C@H]1CN(C)C	i
O=c1[nH]c(CSc2nnc(-c3ccccc3)n2-c2ccccc2)nc2ccccc12	i
O=C(Nc1ccccc1C(=O)O)c1cccc(S(=O)(=O)NCc2ccccc2)c1	i
C[C@H](CO)N1C[C@H](C)[C@@H](CN(C)S(=O)(=O)c2ccc(Cl)cc2)Oc2c(NC(=O)Nc3ccc(C(F)(F)F)cc3)cccc2C1=O	i
O=C(CN1C(=O)c2ccccc2C1=O)Nc1ccc(S(=O)(=O)N2CCCCCC2)cc1	i
COc1ccc(CN(C)C[C@H]2Oc3c(NC(=O)Nc4c(C)noc4C)cccc3C(=O)N([C@H](C)CO)C[C@@H]2C)cc1	i
C[C@@H]1CCCCO[C@H](CN(C)C(=O)c2ccccc2)[C@@H](C)CN([C@H](C)CO)C(=O)c2cc(NS(=O)(=O)c3cn(C)cn3)ccc2O1	i
CCOC(=O)c1c(NC(=O)CN2CCOCC2)sc(C(C)=O)c1C	i
Cc1noc(C)c1NC(=O)N(C)C[C@H]1OCCCC[C@@H](C)Oc2ccc(NS(=O)(=O)c3cccs3)cc2C(=O)N([C@H](C)CO)C[C@@H]1C	i
C[C@H](CO)N1C[C@H](C)[C@H](CN(C)C(=O)c2ccncc2)OCCCC[C@H](C)Oc2ccc(NC(=O)CCC(F)(F)F)cc2C1=O	i
COc1ccccc1NC(=O)c1c(C)nc(Nc2nc3ccccc3o2)nc1C	i
COc1ccc(NC(=O)Cn2cc(C(=O)C(C)C)c3ccccc32)cc1	i
C[C@H](CO)N1C[C@H](C)[C@H](CN(C)Cc2ccc3c(c2)OCO3)OCc2cn(nn2)CCCC1=O	i
C[C@@H]1CN([C@H](C)CO)C(=O)CCCn2nncc2CO[C@H]1CN(C)C(=O)Nc1ccccc1F	i
C[C@H]1CN([C@@H](C)CO)C(=O)Cc2cc(NS(=O)(=O)c3cccs3)ccc2O[C@@H]1CN(C)S(=O)(=O)c1ccc(Cl)cc1	i
CCOC(=O)c1c(NC(=O)c2cccc(S(=O)(=O)N3CCCCCC3)c2)sc2c1CCC2	i
C[C@@H]1CN([C@H](C)CO)C(=O)c2cccc(NS(=O)(=O)c3ccc(Cl)cc3)c2O[C@@H]1CN(C)S(=O)(=O)c1cn(C)cn1	i
C=C1CCC(C)C(C)(CCC2=CC(=O)OC2O)C/C=C\C=C/1C(=O)O (stereo not drawn)	i
COc1ccc(S(=O)(=O)N(C)C[C@@H]2Oc3ccc(NC(=O)NC(C)C)cc3CC(=O)N([C@H](C)CO)C[C@@H]2C)cc1	i

3 structures out of the list, sorted by number of heavy atoms, ascending.
SMILES	NFkB binder
O=C1c2ccc(O)cc2C(=O)c2ccc(O)cc21	i
C[C@@H]1CN([C@@H](C)CO)C(=O)c2cc(NC(=O)CCCN(C)C)ccc2O[C@H]1CN(C)C	i
COC(=O)[C@]1(CCC(=O)OC(C)(C)C)N=C(c2ccc(OCCCO)cc2)O[C@@H]1c1ccccc1N=[N+]=[N-]	i

(more compounds)
SMILES	NFkB binder
CC1CCCC(C)N1NC(=O)c1ccc(Cl)c(S(N)(=O)=O)c1 (stereo not drawn)	i
Cc1nn2c3ccccc3n(C)c2c1C(=O)CN1CCOCC1	i
COc1ccc(CN(C)C[C@@H]2Oc3ccc(NS(=O)(=O)c4ccc(OC)cc4)cc3CC(=O)N([C@H](C)CO)C[C@H]2C)cc1	i
CC(=O)n1cc([C@H]2C=C(C(=O)N3CCN(C)CC3)O[C@@H](OCc3ccc(CO)cc3)C2)c2ccccc21	i
Cc1noc(C)c1NC(=O)Nc1ccc2c(c1)CC(=O)N([C@@H](C)CO)C[C@H](C)[C@@H](CN(C)Cc1ccncc1)O2	i
C[C@@H]1CCCCO[C@@H](CN(C)Cc2ccccc2)[C@H](C)CN([C@H](C)CO)C(=O)c2cc(NS(=O)(=O)c3cccs3)ccc2O1	i
C[C@@H]1CN([C@@H](C)CO)C(=O)c2cccc(NC(=O)Nc3ccc(F)cc3)c2O[C@H]1CN(C)C(=O)Nc1ccc(F)cc1	i
C[C@H](CO)N1C[C@H](C)[C@H](CN(C)Cc2ccc(Cl)c(Cl)c2)Oc2ccc(NC(=O)Cn3cnnn3)cc2C1=O	i
Cn1c(=O)c2c(nc(NCc3cccnc3)n2Cc2ccc(F)cc2)n(C)c1=O	i
O=C(CNS(=O)(=O)c1cccc(C(F)(F)F)c1)Nc1ccccc1F	i
Cc1noc(C)c1NC(=O)N(C)C[C@@H]1Oc2c(NC(=O)c3ccc(-c4nccs4)cc3)cccc2C(=O)N([C@@H](C)CO)C[C@H]1C	i
CNC[C@H]1Oc2ccc(NC(=O)C3CC3)cc2C(=O)N([C@@H](C)CO)C[C@@H]1C	i
O=C(C1=C[C@H](c2ccc3c(c2)Cc2ccccc2-3)C[C@H](OCc2ccc(CO)cc2)O1)N1CCCCC1	i
C[C@@H]1CCCCO[C@H](CN(C)Cc2ccccc2)[C@H](C)CN([C@H](C)CO)C(=O)c2cc(NS(=O)(=O)c3cccs3)ccc2O1	i
C[C@@H]1CCCCO[C@H](CN(C)C)[C@@H](C)CN([C@@H](C)CO)C(=O)c2cc(NC(=O)C3CCCCC3)ccc2O1	i
COC(=O)c1c2oc(c1C(=O)OC)C(=O)N[C@@H](Cc1ccccc1)Cn1cc(nn1)CNC(=O)[C@H](Cc1ccccc1)NC(=O)N[C@@H](CO)CC2	i
CC(C)NC(=O)N(C)C[C@H]1Oc2ccc(N(C)C)cc2CC(=O)N([C@H](C)CO)C[C@@H]1C	i
